FLuc act counter = affects firefly luciferase, flagging false hits in luciferase stimulation screens; 200,000 tested, under 10 active; activation factor at 10 µM; ATPlite luciferase biochemical, luminescence, 10 min; 0 = ATP-free wells, 1 = DMSO control; P08659;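 active means luciferase activation factor, scaled between plate controls, of at least 2 with compound at 10 µM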
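System: luciferase plus luciferin reagent, cell-free; medium: PBS as buffer for the ATP substrate; dosing: test compounds dosed from 2 mM stocks in 100% DMSO; timing: 10 min post-reagent at room temperature; measured by: luminescence measurement of luciferase light output; evaluation: luciferase activation, seen as luminescence increase over controls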
Diaphorase inh = inhibits diaphorase or chemically oxidizes, flagging diaphorase assay artifacts; diaphorase resazurin-to-resorufin fluorescence, NADH, 16 min; bacterial (C. kluyveri) enzyme, not human; 190,000 compounds, 0.69% hits; inhibition, % at 20 µM;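 active means primary screen inhibition at 20 µM above a set limit, cut at about 50% in these data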;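 further: plate controls were DMSO with full reaction for no effect and wells lacking NADH for full effect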
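Assay system – diaphorase enzyme from Clostridium kluyveri · Amount – diaphorase 0.14 U/mL (working solution) · Times – reaction incubation of 16 min at room temperature · Controls – No-NADH positive control and DMSO neutral control · Signal – resorufin fluorescence 544/590 nm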
APP 5'UTR act = APP 5'UTR luciferase reporter activation. activation, % at 2 µM. AID 1276. SH-SY5Y APP 5'UTR luciferase reporter, luminescence; zero percent = DMSO vehicle wells. 190,000 compounds, 1% hits;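 active means activation above a set limit, based on mean plus 3 SD of controls, cut at about 140% in these data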; further: values of inactives mirror those of a sister screen read the other way
NF-kB expr up = compounds increasing NF-kB expression in human neuronal cells; 190,000 compounds, 1.6% hits; fold change at 12.5 µM; NF-kB reporter expression; hits give high values; in the data active means fold change above about 3.3
TLR4 MyD88 comp = inhibitors of human TLR4-MyD88 binding; O00206+Q99836; HeLa CL3-4 TLR4/MyD88 BLA complementation, FRET ratio; 200,000 compounds, 0.18% hits; inhibition, % at 8.4 µM; in the data active means inhibition above about 25%;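 further: 0% = vehicle and 100% = reference inhibitor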
Target sequence (O00206 whole entry, looked up): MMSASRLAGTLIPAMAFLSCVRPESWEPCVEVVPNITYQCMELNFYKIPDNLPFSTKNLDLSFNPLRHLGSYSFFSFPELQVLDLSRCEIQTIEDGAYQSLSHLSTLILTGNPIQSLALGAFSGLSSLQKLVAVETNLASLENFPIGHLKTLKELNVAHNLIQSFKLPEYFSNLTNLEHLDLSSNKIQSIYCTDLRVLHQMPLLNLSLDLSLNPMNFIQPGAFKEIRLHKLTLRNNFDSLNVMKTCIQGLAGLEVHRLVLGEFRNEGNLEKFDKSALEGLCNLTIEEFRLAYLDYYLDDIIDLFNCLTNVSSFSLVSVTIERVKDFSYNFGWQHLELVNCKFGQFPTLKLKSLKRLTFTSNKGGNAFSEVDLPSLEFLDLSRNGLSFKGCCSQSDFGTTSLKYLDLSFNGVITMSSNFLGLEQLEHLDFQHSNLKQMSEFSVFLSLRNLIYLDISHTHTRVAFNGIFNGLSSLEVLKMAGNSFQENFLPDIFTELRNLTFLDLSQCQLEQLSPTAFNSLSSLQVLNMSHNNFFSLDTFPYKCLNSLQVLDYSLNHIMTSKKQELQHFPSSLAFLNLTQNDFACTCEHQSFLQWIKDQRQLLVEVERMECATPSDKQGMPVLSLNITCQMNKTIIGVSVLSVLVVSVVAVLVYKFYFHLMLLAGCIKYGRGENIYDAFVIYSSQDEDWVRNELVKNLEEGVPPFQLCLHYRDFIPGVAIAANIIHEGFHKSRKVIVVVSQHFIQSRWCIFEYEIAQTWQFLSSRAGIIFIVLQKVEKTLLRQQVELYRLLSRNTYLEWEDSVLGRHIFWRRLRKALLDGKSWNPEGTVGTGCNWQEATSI
Target sequence (Q99836 whole entry, looked up): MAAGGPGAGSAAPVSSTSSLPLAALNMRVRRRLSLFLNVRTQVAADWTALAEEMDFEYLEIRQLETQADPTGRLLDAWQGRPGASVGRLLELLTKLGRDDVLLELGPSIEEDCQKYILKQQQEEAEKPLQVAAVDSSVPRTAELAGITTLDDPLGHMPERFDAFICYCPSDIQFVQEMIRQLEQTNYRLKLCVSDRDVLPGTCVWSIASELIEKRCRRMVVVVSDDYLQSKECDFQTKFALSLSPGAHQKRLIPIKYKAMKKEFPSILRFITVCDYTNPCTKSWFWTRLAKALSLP
Diaphorase act = counter-screen for diaphorase-based assays: diaphorase activators and chemical reducers; 190,000 compounds, 0.005% hits; activation factor at 20 µM; Diaphorase/resazurin coupled assay, resorufin fluorescence, 16 min; hits give high values; 1 = vehicle wells, 0 = NADH-free wells;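 active means diaphorase activity raised at least twofold by the compound at 20 µM; inactive means activation factor below 2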
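Assay system: bacterial diaphorase enzyme (C. kluyveri) / Input: enzyme 0.07 U/mL final / Medium: 50 mM HEPES pH 7.4 with 4.542 mM MgCl2, 0.005% Tween 20 / Doses: single compound dose of 20 µM, 1% DMSO final / Incubation: 16 min enzyme reaction, ambient temperature / Signal: fluorescence, excitation 544 nm and emission 590 nm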
STAT1 act = activators of IFN-gamma induced STAT1 signaling. activation (% of control), % at 5.5 µM. 200,000 compounds, 2.6% hits. NIH 3T3 STAT1-luciferase reporter, luminescence; 100% = IFN-gamma alone, no compound;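 active means activation above the screen-wide mean activation plus 3 SD, cut at about 130% in these data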;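 further: raw ratio to IFN-gamma control signal so 100% means no change and 0% no light; values of inactives mirror those of a sister screen read the other way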
FLuc inhib CS = counter-screen for luciferase assay inhibitors: firefly luciferase inhibition; 200,000 compounds, 1.5% hits; AID 1006; P08659; inhibition, % at 10 µM; ATPLite firefly luciferase biochemical luminescence, 10 min;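 active means inhibition above about 50% when tested at 10 µM, limit read from the data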
G6PDH counter = inhibits Leuconostoc G6PDH, flagging false hits in G6PDH-based assays | inhibition, % at 5 µM | Purified L. mesenteroides G6PDH, diaphorase/resazurin coupled fluorescence, 45 min | 200,000 compounds, 0.12% hits; in the data active means inhibition above about 50%
APP transl inh = APP translation inhibition. SH-SY5Y APP 5'UTR-luciferase reporter, luminescence. inhibition, % at 2 µM. 190,000 compounds, 0.82% hits. AID 1285;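 active means inhibition above a set limit, derived from the sample mean plus 3 SD, cut at about 45% in these data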; further: values of inactives mirror those of a sister screen read the other way
An asterisk follows results filed as active; . = not tested or not shown.

Molecule	FLuc act counter	Diaphorase inh	APP 5'UTR act	NF-kB expr up	TLR4 MyD88 comp	Diaphorase act	STAT1 act	FLuc inhib CS	G6PDH counter	APP transl inh
COC(=O)c1ccc(NC(=O)CSc2nnc(-c3ccncc3)n2C)cc1	1	11	7	1.1	10	0.9	105	-2	9	-7
O=C(O)C1CC=CCC1C(=O)NC12CC3CC(CC(C3)C1)C2 (stereo unspecified)	1.1	12	0	1	11	0.9	104	-6	5	0
CCOc1ccc(-c2cc(C(=O)O)c3ccccc3n2)cc1	0.1	10	66	2.7	7	0.9	92	95*	4	-66
O=C(Oc1ccc2ccccc2c1Cl)N1CCCCCC1	0.5	10	133	5.1*	5	0.9	174*	47	8	-133
COc1cc2c(cc1NC(=O)COC(=O)[C@@H](NS(=O)(=O)c1ccccc1)C(C)C)oc1ccccc12	1.1	27	16	0.69	0	0.7	98	-5	-6	-16
Cc1cc(C)nc(-n2ncc3c2CC(c2ccc(C(C)C)cc2)CC3=O)n1 (stereo unspecified)	1	7	-5	0.76	-17	0.9	104	0	9	5
Cc1cccc(NC(=S)N2CCN(c3ccc(F)cc3)CC2)c1	1.1	0	0	0.89	-17	1	91	-8	25	0
COc1ccc(N(CC(=O)NC2CCCCC2)S(=O)(=O)c2c(C)[nH]c(=O)[nH]c2=O)cc1	1	-7	-9	1	1	1.1	99	-5	5	9
Cc1cccc(NC(=O)/C=C/c2cccs2)n1	0.3	-9	170*	5*	-12	1.1	149*	65*	7	-170
O=C(COC(=O)c1oc2ccccc2c1CSc1ccc(Cl)cc1)NC1CCCC1	1.1	8	0	1.1	-15	0.9	87	-5	-1	0
CCCCN(C)C(=O)c1oc2ccc(S(=O)(=O)N3CCCCCC3)cc2c1C	1.1	-2	-6	0.62	-3	1	98	-8	1	6
CC1CCN(CCOCCSc2ccc(Cl)cc2)CC1	1.1	35	-10	0.85	3	0.7	96	-6	11	10
O=C(NCc1ccncc1)Nc1ccc2c(c1)OCO2	1	-10	10	1.2	0	1.1	102	2	7	-10
CC(C)OC(=O)C1C(=O)CC(C)(O)C(C(=O)OC(C)C)C1c1ccccc1 (stereo unspecified)	1	-15	-11	1.4	13	1.1	102	-3	15	11
CC1=Nc2cc(Cl)ccc2Oc2ccccc21	1	8	8	0.93	-5	0.9	99	-1	6	-8

Further records:
Molecule	FLuc act counter	Diaphorase inh	APP 5'UTR act	NF-kB expr up	TLR4 MyD88 comp	Diaphorase act	STAT1 act	FLuc inhib CS	G6PDH counter	APP transl inh
CN(C)c1ccc(NC(=O)c2sc(SCC(=O)Nc3nccs3)nc2N)cc1	0.5	19	77	0.88	10	0.8	108	55*	2	-77
COc1ccc2oc(=O)c(/C(C)=N/Nc3ccccc3)cc2c1	0.9	16	2	1.2	0	0.8	93	7	9	-2
Cc1ccc(NS(=O)(=O)c2cc(C(=O)O)ccc2Cl)c(C)c1	1	0	-9	0.88	15	1	106	5	20	9
Cc1cc(C)n2nc(SCCCC(=O)c3ccccc3)nc2n1	1	4	2	1.1	3	1	103	1	1	-2
CCOC(=O)CSc1ccccn1	1.1	-8	6	0.99	-3	1.1	94	-9	6	-6
CS(=O)(=O)N(CCc1ccccc1)CC(=O)Nc1ccc2c(c1)OCO2	1.1	24	0	1.1	-4	0.8	98	-8	10	0
Nc1[nH]ncc1-c1ccc(Cl)cc1	1	5	-5	1.4	8	0.9	104	-4	-1	5
c1ccc2c(-c3nnc4n3CCCCC4)cc(-c3ccncc3)nc2c1	1.1	17	1	1.3	13	0.8	93	-8	17	-1
Cc1cnc(C(=O)N2CCCC(C(=O)c3ccc(Cl)cc3C)C2)cn1 (stereo unspecified)	1.1	7	-3	1.1	2	0.9	92	-8	13	3
O=C(c1ccco1)N1CCN(S(=O)(=O)Cc2ccccc2Cl)CC1	1	8	15	.	-15	0.9	92	1	9	-15
CS(=O)(=O)CCC(C(=O)OCc1ccc(Br)cc1)N1C(=O)c2ccccc2C1=O (stereo unspecified)	1	6	7	0.83	7	0.9	102	-2	-11	-7
O=C(CCN1c2ccccc2Sc2ccccc21)OCC(=O)N1CCN(C(=O)c2ccco2)CC1	1.1	34	-4	0.86	-10	0.7	97	-7	2	4
COc1ccc2c(c1)C(c1cccs1)=NNC(c1ccncc1)=N2	1.1	16	-7	0.77	-6	0.8	93	-10	4	7
COC(=O)C(C)N1C(=O)S/C(=C/c2cc(C)n(C(C)C)c2C)C1=O (stereo unspecified)	0.5	11	112	2.3	-12	0.9	138*	51*	-12	-112
CCOC(=O)c1c(C)n(C)c2ccc(OC)c([N+](=O)[O-])c12	1	8	0	1.2	-19	0.9	110	-2	9	0

Ordered by formula weight (low to high): part of the list above
Molecule	FLuc act counter	Diaphorase inh	APP 5'UTR act	NF-kB expr up	TLR4 MyD88 comp	Diaphorase act	STAT1 act	FLuc inhib CS	G6PDH counter	APP transl inh
COc1ccc2oc(=O)c(/C(C)=N/Nc3ccccc3)cc2c1	0.9	16	2	1.2	0	0.8	93	7	9	-2
Cc1cc(C)n2nc(SCCCC(=O)c3ccccc3)nc2n1	1	4	2	1.1	3	1	103	1	1	-2
Cc1ccc(NS(=O)(=O)c2cc(C(=O)O)ccc2Cl)c(C)c1	1	0	-9	0.88	15	1	106	5	20	9
O=C(CCN1c2ccccc2Sc2ccccc21)OCC(=O)N1CCN(C(=O)c2ccco2)CC1	1.1	34	-4	0.86	-10	0.7	97	-7	2	4

More records:
Molecule	FLuc act counter	Diaphorase inh	APP 5'UTR act	NF-kB expr up	TLR4 MyD88 comp	Diaphorase act	STAT1 act	FLuc inhib CS	G6PDH counter	APP transl inh
COc1cc(C(C)=O)ccc1OCC(O)CNCC1(N2CCCCC2)CCCCC1 (stereo unspecified)	1	17	3	1.1	7	0.8	95	-3	2	-3
COc1ccc(C(=O)N2CCN(Cc3ccc4c(c3)OCO4)CC2)cc1[N+](=O)[O-]	1	4	-27	0.91	-13	1	97	-3	7	27
COc1ccc(OC)c(N2Cc3cc(C)c(C)cc3C2)c1	1	44	8	1.2	5	0.6	102	-2	-13	-8
CCC(c1nnnn1C(C)(C)C)N1CCN(C2CCCC2)CC1 (stereo unspecified)	1.1	3	14	1.3	18	1	103	-8	-6	-14
Cc1ccc(C(=O)Nc2cccnc2)cc1S(=O)(=O)N1CCCCC1	1	30	13	1	0	0.7	101	0	3	-13
CC(C)c1ccc(N(CC(=O)N/N=C/c2ccc(OC3CSC3)cc2)S(=O)(=O)c2ccccc2)cc1	1.1	15	7	1.1	-5	0.8	96	-8	3	-7
Cc1ccc(C)c(NC(=O)c2ccccc2NS(=O)(=O)c2cc([N+](=O)[O-])ccc2C)c1	1.1	31	-10	0.47	-1	0.7	86	-6	-9	10
Cc1[nH][nH]c(=O)c1C(c1ccccc1[N+](=O)[O-])C(C#N)C#N (stereo unspecified)	1	5	2	1.1	-15	1	90	1	6	-2
COc1cc(NC(=S)N2CCN(c3ccccn3)CC2)c(OC)cc1Cl	1	8	22	0.9	-7	0.9	109	-2	10	-22
Cc1ccsc1C(=O)OC1CCOC1=O (stereo unspecified)	1.1	2	-6	1	-3	1	101	-6	8	6
CN(Cc1ccccc1)S(=O)(=O)c1ccc(Cl)c(C(=O)NCc2ccc3c(c2)OCO3)c1	1	11	14	1.1	-5	0.9	99	-2	4	-14
O=C(NCc1nc2ncc(Br)cc2[nH]1)c1ccccc1	1	12	-3	1.5	4	0.9	108	-2	6	3
CC(/C=N/NC(=O)CSc1nc2ccccc2n1C)=C\c1ccco1	1	40	-6	1	5	0.6	105	0	3	6
CCCOC(=O)C1C2C=C[C@]3(CN(CCc4ccccc4)C(=O)[C@H]13)O2 (stereo partly specified)	1.1	11	-1	0.93	19	0.9	97	-8	-2	1
O=C(O)CCC(=O)NC1CCCCC1NC(=O)CCC(=O)O (stereo unspecified)	.	.	26	.	-5	.	102	.	.	-26

Further entries:
Molecule	FLuc act counter	Diaphorase inh	APP 5'UTR act	NF-kB expr up	TLR4 MyD88 comp	Diaphorase act	STAT1 act	FLuc inhib CS	G6PDH counter	APP transl inh
CCOc1ccccc1N1CCN(Cc2ccc(OC)c(OC)c2)CC1	1	11	-11	0.96	20	0.9	99	-3	3	11
CCCCN(CC)Cc1ccc(CNC(=O)Nc2ccc(Cl)cc2)o1	1.1	0	7	0.95	13	1	97	-5	1	-7
O=C(CSc1n[nH]c(-c2cccnc2)n1)Nc1ccnc2ccccc12	1.1	54*	-8	0.99	12	0.5	103	-10	10	8
COc1ccc(C(Nc2ccccn2)c2c(NC(=O)c3ccco3)sc(C)c2C)cc1OC (stereo unspecified)	1	25	27	1.2	-1	0.7	118	-3	-4	-26
COc1cc(C2N(c3ccccc3)CCN2c2ccccc2)ccc1OC(C)=O	1	-6	12	1.6	2	1.1	101	3	2	-12
COC(=O)c1c(N)sc2c1CCN(c1ncc(C(F)(F)F)cc1Cl)C2	1.1	15	.	1.8	-5	0.8	98	-5	3	.
Cc1oc(-c2ccccc2)cc1C(=O)Nc1ccc2ccccc2c1	1	14	6	1.4	2	0.9	100	-2	8	-6
CC1Cc2cc(/C(O)=C3/C(=O)C(=O)N(CCCn4ccnc4)C3c3ccco3)ccc2O1 (stereo unspecified)	1	0	91	0.75	-5	1	132*	4	3	-91
NS(=O)(=O)c1cccc(NC(=O)COC(=O)CCSc2ccccc2)c1	1	18	-9	1.1	-3	0.8	102	0	2	9
CN(CCc1ccccn1)Cc1ccc(Cl)cc1	1	5	19	1.1	-6	0.9	95	-4	1	-19
O=C(COC(=O)CNC(=O)c1cccc([N+](=O)[O-])c1)Nc1ccccc1OC(F)F	1	15	.	1.3	-2	0.8	97	-2	11	.
C=CCn1c(SCC(=O)Nc2ccccc2C)nc2sc(C)c(C)c2c1=O	1.1	2	4	1.4	-4	1	100	-9	2	-4
CC(C)OC(=O)c1cccc(C(=O)Nc2cccc(NC(=O)c3cccc(C(=O)OC(C)C)n3)n2)n1	1	25	3	0.38	-6	0.8	94	-4	4	-3
CCCCC(=O)Nc1nc(C)c(-c2csc(Nc3cc(Cl)ccc3OC)n2)s1	1	6	-11	1.2	-9	0.9	107	-5	4	11
S=C(Nc1ccccc1)Nc1nc2ccccc2n1CCOc1ccc(Cl)cc1	1.1	13	-5	1.1	-3	0.9	106	-5	13	5

Additional entries follow:
Molecule	FLuc act counter	Diaphorase inh	APP 5'UTR act	NF-kB expr up	TLR4 MyD88 comp	Diaphorase act	STAT1 act	FLuc inhib CS	G6PDH counter	APP transl inh
N#C/C(=C(/O)COc1ccc(Cl)cc1)c1nc2ccccc2s1	1	9	16	0.94	0	0.9	99	3	10	-16
O=C(COc1ccccc1)N1CCN=C1SCc1ccccc1	1	-5	22	0.97	2	1	96	-4	1	-22
N#CC1=C(N)Oc2cc(N)ccc2C1c1ccc(F)cc1 (stereo unspecified)	1	8	8	0.97	-2	0.9	100	-1	8	-8
O=C(NCc1cccs1)C(=O)NCC(c1ccco1)N1CCN(c2ccccc2F)CC1 (stereo unspecified)	1	20	8	1.2	-11	0.8	94	-3	1	-8
COc1ccc(C(=O)NN(C)c2nc(C(F)(F)F)nc3ccccc23)cc1	1	1	-95	3	12	1	102	-2	2	95*

Screens deposited in PubChem by several laboratories.
